GAA spleen mod: inhibits or activates alpha-glucosidase in human spleen homogenate | Potency, µM (series often up to 79.9 µM), for the others: at the highest dose activity change, negative = inhibition, actives largely listed as inhibitors | P10253 | 240,000 tested, 0.006% active | human spleen homogenate, 4-MU-alpha-glucoside fluorescence;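 further: 0% = enzyme with vehicle and -100% = no enzyme basal signal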
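AC50 values come from Hill-equation fits of concentration-response data, normalized to no-enzyme and full-activity controls. Enzyme source: 1 ug human spleen homogenate; 1 mM fluorogenic 4-MU glucoside, pH 5.0 citrate buffer, 37 C, 40 min.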
GAA inhib: alpha-glucosidase (human) inhibition | Potency, µM (titrated, usually from 76.9 µM), inactives show at the highest dose activity change, negative = inhibition, usual class: inhibitors | purified human GAA, 4-MU-alpha-glucoside fluorescence | 200,000 tested, 0.005% active;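 further: plate controls were uninhibited enzyme wells for no effect and no-enzyme background for full effect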
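Human alpha-glucosidase, 4 nM, pre-mixed with test compounds before 400 uM 4-methylumbelliferyl substrate; 20 min room temperature at pH 5.0. Fluorescence read after pH 10 stop; AC50 values from Hill-equation fits.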
GAA glycogen: GAA glycogen-cleavage inhibition or activation. Potency, µM (series often up to 76.4 µM), for inactives: at the highest dose activity change, negative = inhibition, hits mostly inhibitors. recombinant GAA, glycogen substrate, Amplex Red glucose oxidase fluorescence. P10253. AID 2100. 300,000 tested, 0.38% active;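 further: 0% = full enzyme reaction and -100% = no-enzyme basal signal; the screen sought inhibitors and activators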
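Recombinant enzyme (4 nM final) with compounds titrated up to 77 uM and bovine liver glycogen (30 ug) in citrate pH 5.0, 0.01% Tween-20, 37 C 40 min. Released glucose detected by Amplex Red/glucose oxidase (Ex 573/Em 610); AC50 from Hill fits.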
HTT aggregate: reduces HttQ103-GFP aggregates in PC12 cells; AID 1688; PC12 HttQ103-GFP aggregates, Acumen cytometry, 40 h; 220,000 tested, 1.1% active; Potency, µM (top dose mostly 46.1 µM), without a hit: top-dose activity change, negative = inhibition, most hits filed as inhibitors; further: on the % scale 0 is the no-effect control and ±100 the full control effect; nearly all actives have a fitted effect of over 60% in size
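PC12 cells with ecdysone-inducible HTT exon1 Q103-GFP, induced by 100 nM tebufenozide, given compounds in a concentration series. GFP aggregates (1–25 um, 6 SD above background) counted in lysates by laser-scanning cytometry, 488 nm excitation.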
IMPase Li cell: IMPase inhibition in cells with lithium potentiation; 210,000 tested, 0.35% active; CHO-M1 cells, IP1 TR-FRET (IP-One), carbachol + lithium; Potency, µM (series often up to 59.4 µM), without a hit: at the highest dose activity, negative = IMPase inhibition, most hits filed as inhibitors;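 further: IP1 builds up when IMPase is blocked and the TR-FRET signal falls; plate controls were basal vehicle for no effect and high inhibitor control for full effect; nearly all actives have a fitted effect of over 50% in size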
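Readout is a homogeneous TR-FRET IP1 immunoassay (Ex 320, Em 665 and 620), where raised cytosolic IP1 lowers signal. Cells were CHO-M1 treated 30 min at 37C with test compounds plus a little lithium; AC50 values came from Hill-equation fitting.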
HTT ATP protect: Huntington cell model cytoprotection by ATP luminescence | AID 1471 | PC12 HTT-Q103 induced, cytoprotection, ATP luminescence, 40 h | Potency, µM (series often up to 56.4 µM), without a hit: cytoprotection (ATP increase), hits mostly activators | 230,000 tested, 0.14% active;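 further: % of control where 0% means no effect; nearly all actives have a fitted effect of over 45% in size; toxic huntingtin expression switched on by the ecdysone agonist tebufenozide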
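Quantitative HTS on tebufenozide-induced (100 nM) PC12 cells expressing HTTQ103 exon 1–GFP; compounds tested as a concentration series; survival measured via cellular ATP.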
RGS12 GoLoco inh: blocks human Gai1 binding to RGS12 GoLoco peptide, red readout | P63096 | Gai1:RGS12 GoLoco peptide FP, rhodamine, 10 min | Potency, µM (titrated, usually from 61.6 µM), without a hit: at the highest dose activity, negative = inhibition, most hits filed as inhibitors | 230,000 tested, 0.44% active; active means well fitted inhibition curve with a large enough effect, not every such curve was filed as active; inactive means no such curve, though single readings can be large or run the other way; further: on the % scale 0 is the no-effect control and ±100 the full control effect; nearly all actives have a fitted effect of over 30% in size; many of its hits are not listed in these tables
Target sequence (P63096 whole entry, looked up): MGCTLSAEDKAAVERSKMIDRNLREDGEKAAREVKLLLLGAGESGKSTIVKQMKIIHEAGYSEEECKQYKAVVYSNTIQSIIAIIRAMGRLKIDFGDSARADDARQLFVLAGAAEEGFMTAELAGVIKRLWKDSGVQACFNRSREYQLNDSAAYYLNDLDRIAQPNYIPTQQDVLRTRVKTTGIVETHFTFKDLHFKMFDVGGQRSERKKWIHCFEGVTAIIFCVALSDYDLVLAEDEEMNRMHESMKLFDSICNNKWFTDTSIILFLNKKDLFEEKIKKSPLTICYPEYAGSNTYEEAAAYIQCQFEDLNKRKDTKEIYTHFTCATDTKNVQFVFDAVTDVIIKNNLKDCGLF
* hit, by the source's call; ? = inconclusive; nt = no result given; & = joins results of further samples; [ ] = another dose, or the depositor's remark. Unless noted, the call rests on the fitted dose curve; in most records, active means well fitted curve in the direction sought with a large enough effect; inconclusive means small, poorly fitted or top-dose-only effect, or another doubt; inactive means no such curve, though single readings can be large; an effect the other way counts as inactive or inconclusive. Potency means the concentration at half of the fitted maximal effect. A portion of the library; the hit share may differ from the screen's.

SMILES	GAA spleen mod	GAA inhib	GAA glycogen	HTT aggregate	IMPase Li cell	HTT ATP protect	RGS12 GoLoco inh
O=C(c1nn2c(C(F)(F)F)cc(-c3cccs3)nc2c1Cl)N1CCCc2ccccc21	2%	-4%	-5%	-16%	13%	9%[10 µM]	3%
CCOC(=O)N/N=C/c1c(C)nn(-c2cccc(C(F)(F)F)c2)c1Cl	3%	-2%	-12%	-5%	9%	-21%[1.9 µM]	-3%
COc1ccc(N2CCN(C(=O)/C=C/c3ccco3)CC2)cc1	-7%	-1%	-5%	?	7%	-27%	0%
CCCc1nc(N)c(C#N)c(-c2ccco2)c1CC	-2%	-3%	-10%	1%	?	-5%	-3%
CCN(CC)CCn1c(NCc2ccc(C)o2)nc2ccccc21	2%	5%	22%	?	16%[38.3 µM]	17%[10 µM]	12%
COc1ccc(CC2(CO)CCN(C(=O)NCc3ccccc3)CC2)cc1	4%	?	-7%	5%[9.22 µM]	8%	1%[10 µM]	1%
O=c1[nH]c2c(cnn2-c2ccc(Cl)cc2)c(=O)n1-c1cccc(Cl)c1	2%	-4%	-9%	-4%[9.22 µM]	nt	13%[10 µM]	4%
O=c1c(Cl)c(NCc2ccco2)cnn1C12CC3CC(CC(C3)C1)C2	-5%	?	19%	10%	4%	-66%[inhibitor]	-10%
CCOC(=O)C(=NC1CCS(=O)(=O)C1)NNc1ccccc1Cl (configuration not stated)	-2%	nt	?	1%[9.22 µM]	nt	10%[10 µM]	10%
CCN(CC)C(=O)c1ccc(-c2nnc(OC)c3ccccc23)cc1	4%	nt	-5%	-1%[9.22 µM]	nt	11%[10 µM]	-6%
COC(=O)c1sccc1NC(=O)COc1ccccc1Cl	2%	-37%	2%	2%	9%	5%[10 µM]	14%
COC(=O)c1c(-c2ccco2)csc1NC(=O)C1CC=CCC1C(=O)O (configuration not stated)	1%	2%	-8%	7%	nt	-16%	nt
CC1=CC(C)(C)N(C(=O)C(C)N2C(=O)c3ccccc3C2=O)c2c(C)cc(C)cc21 (configuration not stated)	-6%	-7%	-11%	-10%	46%[activator][38.3 µM]	-2%	2%
CC(=Nc1ccccc1O)c1sc2ccccc2c1O	3%	nt	?	18%[9.22 µM]	nt	34%[10 µM]	8%
Cc1cccc(S(=O)(=O)C(C#N)c2nc3ccccc3nc2N2CCCC2)c1 (configuration not stated)	3%	?	-6%	-18%	29%[38.3 µM]	-12%[0.074 µM]	32%[activator]
O=C(Cn1nnc(-c2cccc(C(F)(F)F)c2)n1)N1CCOCC1	-2%	3%	-5%	-6%	4%[38.3 µM]	-5%	4%
Cc1c(Cl)cccc1NC(=O)c1cc(C2CC2)on1	9%	0%[15.4 µM]	-6%	-3%	13%[38.3 µM]	22%	1%
O=S(=O)(NCC(c1ccco1)N1CCN(c2ccc(F)cc2)CC1)c1ccc2c(c1)OCCO2 (configuration not stated)	-3%	-8%	-10%	17%	5%	4%[10 µM]	11%
Nc1ccc(NC(=O)c2cccs2)c(Cl)c1	4%	-30%	1%	2%	-1%[38.3 µM]	-10%	5%
Cc1nc(S(=O)(=O)c2ccc(Cl)cc2)nc2c1CCC2	6%	8%	8%	3%	-2%[38.3 µM]	11%	15%
CC(=O)c1ccc(NC(=O)CSc2nnc(Cc3cccn3C)n2-c2ccc(F)cc2)cc1	-4%	?	18%	14%	4%[38.3 µM]	-5%	7%
O=C(O)c1ccc(N/N=C/c2ccc(-c3cc(Cl)ccc3Cl)o2)cc1	-7%	nt	?	0%[9.22 µM]	nt	-5%[10 µM]	1%
C=CCCN(Cc1ccccc1)S(=O)(=O)c1ccccc1Br	-7%&-7%	nt	1%	-3%[9.22 µM]	nt	31%[10 µM]	-7%
O=c1oc2ccccc2c(NCc2ccccc2)c1[N+](=O)[O-]	-1%	-6%	-6%	-10%	-6%	0%[10 µM]	12%
Cc1ccc(NC(=O)CS(=O)CC(=O)Nc2ccc3c(c2)OCO3)cc1Cl (configuration not stated)	3%	-3%	3%	-17%	-1%[38.3 µM]	-11%	4%
N/C(=N\OC(=O)C1CC1)c1ccc([N+](=O)[O-])s1	-2%	-1%	9%	-5%[9.22 µM]	nt	2%[10 µM]	-19%
Cc1ccsc1-c1nc(-c2ccccc2)c(-c2ccccc2)[nH]1	-15%	-4%	0%	-7%	1%[38.3 µM]	-9%	-1%
COc1ccc(S(=O)(=O)N2CCSC2c2ccc(N)cc2)cc1 (configuration not stated)	-2%	-12%	1%	-8%	-10%[38.3 µM]	4%[10 µM]	9%
Cc1ccsc1C1CC(=O)Nc2ccccc2S1 (configuration not stated)	2%	nt	-5%	12%[9.22 µM]	nt	9%[10 µM]	3%
C[C@]12CCC(=O)C=C1CCC1C3CC[C@](O)(C(=O)CO)[C@@]3(C)CC3OC312 (some centres not stated)	2%	nt	nt	nt	7%	-38%[inhibitor]	4%
O=C(c1ccc(CNS(=O)(=O)c2ccccc2)cc1)N1CCN(Cc2ccccc2)CC1	-5%	-4%	6%	?	6%[38.3 µM]	4%	6%
CCNC(=S)/N=C(\N)Nc1nc(C)c2cc(C)ccc2n1	11%	nt	-21%	-6%[9.22 µM]	11%	3%[10 µM]	22%
CCOc1ccc(-c2cc3cc(OC)c(OC)cc3c(C)n2)cc1	11%	?	0%	17%	-2%	-56%[inhibitor]	-1%
Cc1nn(Cc2ccc(Cl)cc2)c(C)c1NC(=O)C1CC=CCC1C(=O)O (configuration not stated)	-10%	-5%	5%	5%	10%[38.3 µM]	-12%	0%
Cc1ccsc1C(=O)OCC(=O)Nc1cccc(S(=O)(=O)NC2=NCCCCC2)c1	7%	3%	4%	3%	-8%	9%[10 µM]	8%
CCOC(=O)C1CCN(C(=O)C23CC4CC(CC(C4)C2)C3)CC1	-1%	-7%	-6%	14%	-7%[38.3 µM]	-12%	3%
CNS(=O)(=O)c1ccc(NC(=O)C2c3ccccc3Oc3ccccc32)cc1	-13%	-3%	1%	16%	-1%	nt	0%
COC(=O)/C=C/c1ccc(OC(=O)c2ccncc2)cc1	-15%	-1%	8%	-23%	4%	10%[0.074 µM]	9%
Cc1nn(C)c(Cl)c1NC(=O)OCc1ccc(F)cc1	-1%	-18%	8%	-27%	-3%[38.3 µM]	-9%	-1%
CCc1nnc(NC(=O)c2cccc(S(=O)(=O)N(C)c3ccc(OC)cc3)c2)s1	-15%	5%	3%	2%	8%	-4%	7%
O=C(Nc1ccc2c(c1)OCO2)C1CCCN(S(=O)(=O)c2cccs2)C1 (configuration not stated)	-9%	0%	-2%	-15%	4%[38.3 µM]	3%	-11%
O=C(Nn1cnnc1)c1cc([N+](=O)[O-])cc([N+](=O)[O-])c1	-8%	11%	13%	7%	-7%	6%[10 µM]	-1%
Cc1nn(CCCNC(=O)C2CCCO2)cc1Br (configuration not stated)	1%	-12%	2%	-16%	25%[38.3 µM]	-3%[0.074 µM]	2%
O=c1c([N+](=O)[O-])cccn1Cc1cccc(Cl)c1	4%	-9%	-5%	-5%	3%	-26%	4%
COc1cc2c(cc1OC)C(=O)CCS2	-10%	7%	5%	-4%	24%[38.3 µM]	10%	11%
O=C(c1cn(-c2ccccc2)nc1-c1cccnc1)N1CCCCC1	-8%	5%	-18%	13%	4%[38.3 µM]	-19%	3%
COc1ccc(CCC(=O)NNC(=S)Nc2cccc(C(C)=O)c2)cc1	8%	-5%	?	5%	6%	nt	5%
COc1cccc2cc(C(=O)C3=C(O)C(=O)N(Cc4ccco4)C3c3cccnc3)oc12 (configuration not stated)	-1%	-1%	0%	6%	10µM*	16%	-1%
CC(=O)c1sc(NC(=O)c2cccc(C)c2)nc1C	-3%	-5%	6%	4%	0%	nt	9%
O=C(CCc1ccccc1)NNC(=O)C12CC3CC(CC(C3)C1)C2	-1%	-7%	9%	-6%	-6%[38.3 µM]	3%	-4%
CCOC(=O)c1ccc(CSc2nnc(-c3ccncc3)n2N)cc1	-4%	-4%	6%	9%	-9%[38.3 µM]	6%	8%
CN(C)c1ccc(/C=C2\SC(=S)N(Nc3ncc(C(F)(F)F)cc3Cl)C2=O)cc1	-7%	-1%	-5%	?	12%[38.3 µM]	-8%	-84%
CCOc1ccccc1NC(=O)C1CC2CCCC(C1)C2=O (configuration not stated)	-2%	1%	4%	-1%	28%[38.3 µM]	4%	13%
CN(C)S(=O)(=O)c1cccc(-c2cn3cccnc3n2)c1	?	?	-6%	6%[9.22 µM]	-9%	-7%	22%
Cc1ccsc1/C=C1/CN(C)Cc2c1nc1ccccc1c2C(=O)O	-9%	nt	2%	0%[9.22 µM]	nt	15%[10 µM]	-68%
O=C1Nc2cc(C(=O)N3CCOCC3)ccc2SC1N1CCOCC1 (configuration not stated)	-9%	11%	4%	11%	-25%[38.3 µM]	-14%	-14%
Cc1occc1C(=O)NCc1ccccc1	-4%	-11%	8%	0%	-10%[38.3 µM]	-4%	-5%
CCN=C1SC(C(N)=O)CC(=O)N1CC (configuration not stated)	0%	-11%	11%	?	-8%[38.3 µM]	2%	1%
C=CCN1C(=O)C(Cc2cccc(Cl)c2)S/C1=N/N=C/c1ccco1 (configuration not stated)	7%	-5%	-5%	-11%	13%	14%[10 µM]	5%
COc1ccc(CC(=O)NCC(c2ccc(OC)cc2)N(C)C)cc1 (configuration not stated)	-6%	-14%	15%	-4%	36%[activator]	-27%	0%
COc1ccccc1N1CCN(Cc2cccc(OC)c2OC)CC1	-7%	0%	0%	-18%	6%[38.3 µM]	-2%	0%

Bioassay records (PubChem BioAssay)
